Bioassay records (PubChem)
Abeta yeast res: compounds reversing amyloid beta toxicity in yeast | Potency, µM (highest dose often 46.1 µM), for the others: at the highest dose growth rescue, actives largely listed as activators | yeast expressing A-beta42, growth rescue, OD600, 48 h; response scale: 0% DMSO, 100% iron-clioquinol control | AID 1347071 | hit rate 0.063% among 410,000; note: potency is the fitted concentration of half-maximal effect; nearly all actives have a fitted effect of over 55% in size
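Yeast growth medium received pinned compounds, then yeast cells expressing toxic A-beta were added; plates incubated at 30 C for 48 hr. Growth read as absorbance at 600 nm, normalized to DMSO and equimolar FeCl3 plus clioquinol controls.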
PTHR1 agonist: agonists of human PTHR1 parathyroid hormone receptor. Q03431. HEK293 GP2 PTHR1 cells, GloSensor cAMP luminescence, 1 h. Potency, µM (series often up to 115 µM), for the others: at the highest dose activation, most hits filed as activators. hit rate 0.075% among 410,000; note: potency is the fitted concentration of half-maximal effect; nearly all actives have a fitted effect of over 55% in size; some results filed as inactive show a strong effect at the top dose; inactives centre near -15; many of its hits are not listed in these tables
Target sequence (Q03431 whole entry, looked up): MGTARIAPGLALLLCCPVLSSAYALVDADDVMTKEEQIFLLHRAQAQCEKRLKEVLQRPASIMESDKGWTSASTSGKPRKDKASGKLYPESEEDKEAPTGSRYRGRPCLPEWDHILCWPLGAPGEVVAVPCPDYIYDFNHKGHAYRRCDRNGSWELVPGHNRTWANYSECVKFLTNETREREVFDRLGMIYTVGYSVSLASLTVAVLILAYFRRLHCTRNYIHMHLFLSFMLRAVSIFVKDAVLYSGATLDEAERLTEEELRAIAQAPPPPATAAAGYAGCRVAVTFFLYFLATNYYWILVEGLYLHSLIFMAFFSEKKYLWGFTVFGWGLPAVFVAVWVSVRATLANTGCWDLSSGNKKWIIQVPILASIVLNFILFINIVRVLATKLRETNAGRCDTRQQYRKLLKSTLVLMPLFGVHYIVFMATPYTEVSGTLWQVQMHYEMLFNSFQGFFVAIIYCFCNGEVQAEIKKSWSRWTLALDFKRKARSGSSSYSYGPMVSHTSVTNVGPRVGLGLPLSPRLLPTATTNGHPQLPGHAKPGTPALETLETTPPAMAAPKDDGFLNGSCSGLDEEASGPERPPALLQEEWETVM
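HEK-293-derived GP2 cells expressing PTHR1 and a GloSensor cAMP reporter, 3,000/well, plated overnight, given luciferin plus IBMX (each 0.5 mM as added) for 1 h at 37 °C, then compound for 1 h at 37 °C. Luminescence was read after 15 min at room temperature.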
GLP-1R inv ag: GLP-1 receptor (human) inverse agonism; HEK293 GLP-1R CRE-luciferase, luminescence, 24 h; GLP-1R form is constitutively active; Potency, µM (titrated, usually from 38.3 µM), for the others: top-dose activity change, negative = inhibition, actives largely listed as inhibitors; hit rate 1.6% among 410,000; note: potency is the fitted concentration of half-maximal effect; % is set by controls: 0 for no effect and ±100 for the full control effect; nearly all actives have a fitted effect of over 55% in size
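HEK293 cells stably co-expressing constitutively active GLP-1R and a cAMP-responsive luciferase reporter were seeded in DMEM with 10% Nu serum, given compounds after 12 h, and incubated 24 h at 37 deg C. Luminescence was then read.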
aSyn yeast inh: inhibitors of alpha-synuclein toxicity in yeast | Yeast expressing alpha-synuclein, growth rescue, BacTiter-Glo, 24 h | Potency, µM (top dose mostly 46.1 µM), for inactives: top-dose growth rescue (activation), usual class: activators | hit rate 0.14% among 370,000 | AID 652106; note: potency is the fitted concentration of half-maximal effect; % of control where 0% means no effect; nearly all actives have a fitted effect of over 65% in size
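Screening used galactose-induced yeast with toxic alpha-synuclein levels, exposed to compound for 24 hr at 30 deg C. Cell growth, read with BacTiter-Glo luminescence, gave the measured signal.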
pAkt inh: inhibitors of Akt phosphorylation. Neuro2A IGF-stimulated pAkt S473 HTRF, 20 min; active compounds read low. activity change, % for hits at 50 µM. hit rate 0.32% among 360,000; in the data active = activity change below about -80%; inconclusive = mostly about -51% to -80%; note: % is set by controls: 0 for no effect and ±100 for the full control effect
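Neuro2A cells (4,500/well, DMEM with 0.5% FBS) were treated with compound at a single 50 µM final concentration, stimulated with 6 nM IGF for 20 min at 37 °C, and lysed. Phospho-Akt Ser473 was read by HTRF as 665/615 ratio ×10^4.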
FUS yeast rescue: FUS proteinopathy suppression in yeast. hit rate 0.24% among 390,000. S. cerevisiae FUS-expressing, growth rescue, OD600, 24 h. Potency, µM (highest dose often 76.6 µM), for the others: at the highest dose growth rescue (activation), most hits filed as activators;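 note: potency is the fitted concentration of half-maximal effect; plate controls were DMSO vehicle for no effect and reference control for full effect; nearly all actives have a fitted effect of over 55% in size; some results filed as inactive show a strong effect at the top dose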
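FUS-expressing yeast, raffinose-pregrown, induced in 2% galactose minimal medium at OD 0.005; compounds in a dilution series, 24hr at 30C. Growth restoration read as absorbance at 600 nm. CP55940 positive control, DMSO negative.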
GLP1R ag: agonists of human GLP-1 receptor; P43220; Potency, µM (highest dose often 45.6 µM), without a hit: at the highest dose activation, actives largely listed as activators; hit rate 0.007% among 380,000; HEK293 GLP-1R CRE-luciferase, luminescence, 4-6 h; cells express a hypersensitive GLP-1R form; note: potency is the fitted concentration of half-maximal effect; % of control where 0% means no effect
TDP43 rescue: rescues yeast growth from TDP-43 toxicity | Potency, µM (highest dose often 46.1 µM), for inactives: at the highest dose growth rescue (activation), actives largely listed as activators | hit rate 1.8% among 410,000 | TDP-43 expressing yeast growth rescue, BacTiter-Glo, 24 h; note: potency is the fitted concentration of half-maximal effect; % of control where 0% means no effect; nearly all actives have a fitted effect of over 50% in size
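Readout is BacTiter-Glo luminescence of cell growth, so inhibitors register as activators. TDP-43-expressing yeast at OD600=0.02 in galactose medium, after raffinose pregrowth to mid-log, were incubated with compound for 24 hr at 30 deg C.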
DRD3 antagonist: blocks the human D3 dopamine receptor. D3R cells, DiscoveRx beta-arrestin luminescence, antagonist mode; active compounds read low. max response, negative = inhibition, %. hit rate 2.5% among 360,000. AID 652054; in the data active = max response below about -50%; inconclusive = no clear call, values can overlap the other calls; note: % is set by controls: 0 for no effect and ±100 for the full control effect; mostly tested at two doses, the higher about 12 µM
Target sequence (P35462 whole entry, looked up): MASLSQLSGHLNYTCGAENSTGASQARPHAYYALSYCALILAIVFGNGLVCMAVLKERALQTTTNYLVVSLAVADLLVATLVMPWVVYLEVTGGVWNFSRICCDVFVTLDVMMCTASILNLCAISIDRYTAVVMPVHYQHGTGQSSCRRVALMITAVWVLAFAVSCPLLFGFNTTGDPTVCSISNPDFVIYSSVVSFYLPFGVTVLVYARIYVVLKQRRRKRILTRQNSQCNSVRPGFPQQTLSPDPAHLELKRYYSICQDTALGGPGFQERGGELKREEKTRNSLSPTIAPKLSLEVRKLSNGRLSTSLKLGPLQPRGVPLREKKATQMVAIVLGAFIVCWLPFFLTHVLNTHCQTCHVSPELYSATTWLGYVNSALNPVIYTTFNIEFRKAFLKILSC
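Cells expressing the human receptor were seeded at 1500 cells/well, incubated overnight at 37 degrees C in 5% CO2, then exposed to library compounds with dopamine controls for 90 minutes at 37 degrees C before luminescent detection.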
Active calls of the source: *; i = inactive; ? = inconclusive; / = no result given; [ ] = remark or other dose. Unless noted, calls come from the whole dose curve; as a rule, active = well fitted curve in the direction sought with a large enough effect; inconclusive = small, poorly fitted or top-dose-only effect, or another doubt; inactive = no such curve, though single readings can be large; an effect the other way counts as inactive or inconclusive. A portion of the library (hit frequency here may not be typical).

SMILES | Abeta yeast res | PTHR1 agonist | GLP-1R inv ag | aSyn yeast inh | pAkt inh | FUS yeast rescue | GLP1R ag | TDP43 rescue | DRD3 antagonist
O=C(c1ccccc1)N1N=C(c2ccc(F)cc2)CC1(O)C(F)(F)F (configuration not stated) | 14% | -24% | ? | 17% | i | 26% | 12% | 10% | 11
COCc1cc(C)nc2sc3c(c12)NC(c1ccc(O)cc1)N(c1ccc(C)cc1)C3=O (configuration not stated) | -34%[inhibitor] | -61%[inhibitor] | -12% | / | / | ? | / | 20% | /
COCCCNC(=O)c1cc(Cc2ccccc2)sc1N | -2% | -1% | 1% | 11% | i | 17% | / | 0% | 0
Cc1ccc2c(c1)NC(=O)[C@@]1(C)[C@@H](c3ccccc3)[C@H]3COc4ccc(Cl)cc4[C@@H]3N1C2=O | 2% | -14% | -15% | -1% | i | 29% | -2% | 3% | -18
CC(NC(=S)Nc1ccc(OC(F)F)cc1)c1ccc(F)cc1 (configuration not stated) | ? | -44%[inhibitor] | ? | 0% | i | 10% | 0% | ? | 8
CC1CC(=S)Nc2ccccc2S1 (configuration not stated) | 3% | -86% | ? | -1% | i | ? | 17% | 22% | -77*
CC(=O)c1ccc(NC(=O)/C(=C\c2ccco2)NC(=O)c2ccco2)cc1 | 19% | -34%[inhibitor] | 52%[activator] | 0% | i | 41% | -4% | -16% | -1
Cc1ccc(-c2csc(NC3OC(=O)c4ccccc43)n2)cc1 (configuration not stated) | -1% | -24% | ? | -11% | i | 0% | 20% | -6% | -25
CCN(CC(=O)Nc1ccccc1OC)C(=O)CSCc1c(C)noc1C | 0% | i | 12% | 3% | i | 15% | -3% | 6% | 14
CCn1cc(C(=O)O)c(=O)c2cc(S(=O)(=O)N3CCCCCC3)ccc21 | 3% | i | 9% | -4% | i | 3% | -2% | -25% | -5
CCCCS(=O)(=O)c1oc(-c2cccs2)nc1S(=O)(=O)c1ccccc1 | -21% | 0% | 1% | / | / | 21% | / | 9% | /
Fc1ccc(-c2cn3cc(C(F)(F)F)cc(Cl)c3n2)cc1 | 5% | -19%[57.5 µM] | 4% | -5% | i | -12% | 5% | ? | -7
COc1ccc(C(=O)CSc2nnc(CCc3ccccc3)n2-c2ccccc2)cc1 | 8% | -12% | -24% | 12% | i | 33% | -1% | -1% | ?
CCOc1ccccc1OCCCC(=O)N(C)CC(=O)Nc1cc(C)ccc1C | 5% | i | -17% | -1% | i | -11% | 3% | -7% | 2
COc1ccc(S(=O)(=O)N2CCN(C(=O)C3CCC3)CC2)cc1 | -15% | -4% | 34%[activator] | -3% | i | 9% | 0% | -37%[inhibitor] | 0
COC(=O)c1cc(=O)n(Cc2cccs2)c(=Nc2ccccc2)s1 | -1% | -17% | ? | -1% | i | 4% | 5% | 15% | -9
Cc1ccccc1-n1nc(C)c2c(C(=O)NN)cc(-c3ccncc3)nc21 | -19% | i | 11% | 4% | i | 20% | 9% | 1% | ?
CCn1cc(CN2CCN(Cc3ccc(C)o3)C(CCO)C2)c2ccccc21 (configuration not stated) | 8% | i | ? | 1% | i | 5% | 9% | 12% | -16
COc1ccc(NCc2nnc(SCC(=O)Nc3ccccc3)n2C)cc1 | 0% | i | 4% | 3% | i | 8% | -1% | -6% | 6
Cc1cc(/C=C2/C(=N)N3C(=NC2=O)SN=C3S(C)(=O)=O)c(C)n1-c1ccccc1 | 2% | -33%[inhibitor] | 2% | -1% | i | 10% | 2% | -8% | -2
COc1ccc(C(=O)NC(=S)NNC(=O)c2ccc(NC(C)=O)cc2)cc1Br | 8% | -12% | 12% | 0% | i | 10% | 0% | -5% | 3
O=C(Nc1ccc(Cl)cc1Cl)c1cc(S(=O)(=O)N2CCN(c3ccccc3F)CC2)ccc1F | -14% | i | -6% | / | / | -5% | / | 7% | /
CCN(CC)S(=O)(=O)c1ccc(OC)c(NC(=O)C2CC(=O)N(c3ccc4c(c3)OCCO4)C2)c1 (configuration not stated) | 6% | 3% | 13% | 0% | i | / | 3% | 24% | 14
Cc1ccc(CNC(=O)c2ccc(CSCc3ccccc3C)o2)cc1 | 13% | -20% | ? | / | / | 34% | / | ? | /
CC(C)C(=O)NC(=S)Nc1ccc(S(=O)(=O)N2CCN(C)CC2)cc1 | -2% | i | 6% | -4% | i | / | 4% | -9% | -14
O=C(Cn1ncc2c3ccccc3n(Cc3ccc(F)cc3)c2c1=O)NC1CCCCCC1 | -10% | -17% | 8% | / | / | -14% | / | 0%[9.22 µM] | /
COc1ccc2oc(N)nc2c1 | -5% | i | 9% | -18% | i | 4% | 0% | -12% | 0
Cc1ccc(NC(=O)C2(C)CCN2C(=O)C2(c3ccc(Cl)cc3)CC2)cc1 (configuration not stated) | -19% | i | ? | 15% | i | 22% | -5% | -1% | -1
CCOC(=O)C1=C(CP(=O)(c2ccccc2)c2ccccc2)NC(=O)NC1c1ccc(OC)cc1 (configuration not stated) | -7% | -20% | 21% | -1% | i | 27% | 1% | -27% | 12
CCOC(=O)c1sc2nc3c(SCC(=O)O)cc(C(=O)c4ccccc4O)cn3c(=O)c2c1C | -16% | -21% | 19% | 1% | i | 16% | 0% | -5% | -5
Cn1c(N)c(C(=O)COC(=O)CSc2ccccc2)c(=O)n(C)c1=O | 2% | i | 51%[activator] | 0% | i | 3% | -4% | -1% | -1
COc1ccc([N+](=O)[O-])cc1N(CC(=O)NC1CCCC1)S(C)(=O)=O | -4% | -8% | 7% | 1% | i | -10% | 8% | 3% | 1
CSc1ncc(C(=O)Nc2cc(Cl)ccc2C)c(-c2ccccc2)n1 | -13% | -39%[inhibitor] | 7% | / | / | -7% | / | 3% | /
CCOc1nc(Nc2ccc(F)cc2)nc(N2CCN(c3ccc(OC)cc3)CC2)n1 | 0% | -12% | ? | -1% | i | -5% | -9% | 0% | 6
O=c1c2ccccc2nc2n1CCc1ccc(Br)cc1-2 | -18% | -1% | 4% | -9% | i | -20% | 1% | 24% | 40
O=S(=O)(Nc1cccc(F)c1)c1ccc(S(=O)(=O)N2CCOCC2)cc1 | 4% | i | -23% | 7% | i | -2% | 4% | 7% | -22
CCOC(=O)Nc1nc2ccccc2s1 | 6% | i | 7% | 0% | i | 8% | -5% | 28% | 15
C[C@H]1CN([C@@H](C)CO)C(=O)Cc2cc(NC(=O)C3CC3)ccc2O[C@H]1CN(C)Cc1ccc(C(=O)O)cc1 | -11% | 0% | 22% | -7% | i | -13% | -2% | -19% | ?
CCCCc1c(C)nc(N2CCCC2)[nH]c1=O | 2% | -21% | 18% | 0% | i | -3% | -2% | 0% | -12
O=C1C(Cc2ccccc2)NC(=S)N1c1ccccc1 (configuration not stated) | ? | i | 0% | 5% | i | 9% | -10% | 1% | -14
Cc1cccc(N2CCN(c3ccc4cc(S(=O)(=O)N5CCCCC5)ccc4n3)CC2C)c1 (configuration not stated) | 1% | i | -24% | 19% | i | 1% | -5% | 6% | 14
Cc1c(NC(=O)CSc2nc3ccccc3[nH]2)c(=O)n(-c2ccccc2)n1C | 7% | i | -2% | 2% | i | 1% | -6% | 0% | -78*
Cn1c(=O)c(C(=O)CSc2ccccc2)c(N)n(Cc2ccccc2)c1=O | -11% | -20% | -2% | 1% | i | 7% | -1% | -3% | 13
CCOC(=O)Cn1c(=O)c2c(nc3n2CCN3Cc2ccccc2)n(C)c1=O | 4% | i | 3% | 4% | i | -11% | 0% | 16% | -1
C[C@@H]1CC[C@@]2(O[C@H](CCO)C[C@@H](O)[C@@H]2O)O1 | -4% | i | -7% | 2% | i | -20% | -3% | 5% | 13
CCOC(=O)C1CCN(C(=O)c2ccc3c(=O)n4nc(Nc5ccccc5OC)sc4nc3c2)CC1 | 5% | -1% | 11% | -1% | i | 5% | 8% | 5% | -18
COc1ccc(OCc2nnc(SCC(=O)N3CCOCC3)o2)cc1 | 8% | i | 19% | 1% | i | 16% | 2% | -6% | 9
Cc1ccc(S(=O)(=O)N2CCCC2C(=O)NCc2ccccc2F)cc1 (configuration not stated) | -2% | i | 2% | 3% | i | -10% | 8% | 0% | 6
CC(C)CC(=O)Nc1ccc(Cc2ccncc2)cc1 | 0% | -7% | 8% | 0% | i | 28% | 14% | -25%[1.82 µM] | -23
CCc1ccc(N2CC(C(=O)N3CCN(S(=O)(=O)c4cccc(F)c4)CC3)CC2=O)cc1 (configuration not stated) | 4% | -22% | ? | 7% | i | 10% | -2% | 12% | 10
FC(F)(F)c1cc(-c2ccccn2)nc2cc(-c3ccccc3)nn12 | 12% | -7% | 13% | -3% | i | -36% | 1% | 10% | -5
Cc1cc2c(c(Sc3ccccc3)n1)C(=O)OC2 | 3% | i | 0% | / | / | -5% | 5% | 3.2µM* | -10
COc1cccc(N(C(=O)c2sc(C)nc2C)C(C(=O)NCC2CCCO2)c2ccccc2)c1 (configuration not stated) | -17% | -26% | 7% | 6% | i | 13% | -2% | -21% | 11
CCc1nnc(NC(=O)CSc2nnc(Cc3ccccc3)o2)s1 | 18% | i | -20% | 0% | i | 26% | 0% | -23% | -9
O=C(CCS(=O)(=O)c1cccc2nsnc12)NC1CCCCC1 | -10% | i | 4% | 0% | i | 26% | 3% | 9% | 25
